Vif-A3G inh: qHTS for Inhibitors of Vif-A3G Interactions: qHTS; DNA dC->dU-editing enzyme APOBEC-3G (Homo sapiens), Q9HC16; 0.076% of 410,000 active; HeLa A3G-eYFP + Vif (tagged APOBEC3G with the HIV-1 protein that degrades it), YFP fluorescence, overnight; Potency, µM (series often up to 46.1 µM), for inactives: at the top dose activity, negative = active, usual class: inhibitors;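 also: potency is read from the fitted curve at half-maximal effect; % is scaled to controls: 0 for no effect and ±100 for the full control effect; nearly all actives have a fitted effect of over 60% in size; hits raise eYFP signal because A3G escapes Vif-driven loss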
Target sequence (Q9HC16 whole entry, looked up): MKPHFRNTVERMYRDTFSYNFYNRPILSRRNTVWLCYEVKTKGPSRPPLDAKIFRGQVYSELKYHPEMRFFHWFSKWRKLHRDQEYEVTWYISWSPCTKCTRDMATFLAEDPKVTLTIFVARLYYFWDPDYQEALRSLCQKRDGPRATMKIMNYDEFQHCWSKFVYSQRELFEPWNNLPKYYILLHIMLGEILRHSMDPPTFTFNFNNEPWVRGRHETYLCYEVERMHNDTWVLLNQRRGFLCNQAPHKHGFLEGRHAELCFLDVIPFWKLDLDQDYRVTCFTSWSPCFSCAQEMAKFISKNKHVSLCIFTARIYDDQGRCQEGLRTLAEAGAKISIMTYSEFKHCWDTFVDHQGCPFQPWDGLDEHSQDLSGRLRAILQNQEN
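Read-out is eYFP fluorescence (Ex 488/Em 500-530) from Vif-expressing HeLa A3G-eYFP cells; more signal means A3G escaped Vif-mediated degradation. Cells plated overnight, compound pinned in, incubated overnight at 37 deg C.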
Glioma ERSR ind: qHTS for Inducers of the Endoplasmic Reticulum Stress Response (ERSR) in Human Glioma: qHTS; U87-MG GRP78 promoter luciferase reporter, 16 h; Potency, µM, inactives show at the top dose activation, actives largely listed as activators; 0.02% of 420,000 active; also: potency is read from the fitted curve at half-maximal effect; series mostly up to about 76 µM; % of control where 0% means no effect; nearly all actives have a fitted effect of over 35% in size
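Stably transfected U87-MG glioma cells carrying a GRP78-based luciferase sensor; 16 h compound incubation. Luminescence end-point read 10 min after Bright-Glo addition at room temperature.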
D2 PAM: HTS Assay for Positive Allosteric Modulators of the Human D2 Dopamine Receptor: Primary Screen for Potentiators | HEK293 T-REx D2, calcium flux, EC20 dopamine potentiation | AID 485347, 2010 | D(2) dopamine receptor (Homo sapiens), P14416 | potentiation, % at 10 µM | 0.34% of 340,000 active;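 active = potentiation over 3 SD above the plate norm, cut at about 30% in these data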; also: 0% is about no effect
Target sequence (P14416 whole entry, looked up): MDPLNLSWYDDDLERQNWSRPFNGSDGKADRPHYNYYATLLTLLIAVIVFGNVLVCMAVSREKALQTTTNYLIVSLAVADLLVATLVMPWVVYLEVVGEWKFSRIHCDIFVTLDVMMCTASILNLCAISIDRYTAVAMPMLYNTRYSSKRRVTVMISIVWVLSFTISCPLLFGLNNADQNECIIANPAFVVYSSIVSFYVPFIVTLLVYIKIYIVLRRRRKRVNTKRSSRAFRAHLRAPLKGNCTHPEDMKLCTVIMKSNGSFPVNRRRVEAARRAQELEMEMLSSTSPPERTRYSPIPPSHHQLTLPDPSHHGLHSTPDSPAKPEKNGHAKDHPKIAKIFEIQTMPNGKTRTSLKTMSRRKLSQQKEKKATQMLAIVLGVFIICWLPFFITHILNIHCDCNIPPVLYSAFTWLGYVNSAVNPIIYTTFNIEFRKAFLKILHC
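Primary screen. Calcium kinetics in induced HEK293 T-REx D2 cells: compound pre-addition 180 s, EC20 dopamine, 180 s more.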
RXFP1 ag: qHTS Assay for Agonists of the Relaxin Receptor RXFP1; Relaxin receptor 1 (Homo sapiens), Q9HBX9; HEK293T-RXFP1 cAMP TR-FRET, 30 min; response scale: percent of porcine relaxin response, buffer zero; Potency, µM (doses to about 57.5 µM), without a hit: at the top dose activation, hits mostly activators; 0.3% of 370,000 active; AID 2676, 2010; also: potency is read from the fitted curve at half-maximal effect; % is scaled to controls: 0 for no effect and ±100 for the full control effect; nearly all actives have a fitted effect of over 60% in size; many of its hits are not listed in these tables
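cAMP rise read by TR-FRET after 30 min, 37C compound exposure (up to 58 uM) in RXFP1-transfected HEK293 cells with Ro 20174 present. EC50 from Hill-equation fits, with 29 nM porcine relaxin as 100% and buffer as basal.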
D1 agonist: Allosteric Agonists of the Human D1 Dopamine Receptor: qHTS; 1% of 360,000 active; HEK293 T-REx D1 cells, calcium flux, agonist mode; D(1A) dopamine receptor (Homo sapiens), P21728; activation, % at 2 µM; in the data active = activation above about 30%; also: 0% is about no effect
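Inducible HEK293 T-REx D1 cells, force-coupled to calcium signalling, were plated at 4000 cells/well with tetracycline and held overnight at 30 C. After no-wash calcium dye loading, compound-evoked calcium rise over 180 s flagged agonists.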
Vif-A3F inh: qHTS for Inhibitors of Vif-A3F Interactions: qHTS; HeLa A3F-eYFP + Vif (tagged APOBEC3F with the HIV-1 protein that degrades it), YFP fluorescence increase; Potency, µM (series often up to 46.1 µM), for inactives: at the top dose activity, negative = active; 0.2% of 390,000 active; also: potency is read from the fitted curve at half-maximal effect; % of control where 0% means no effect; nearly all actives have a fitted effect of over 65% in size
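HeLa cells stably expressing Vif plus C-terminally eYFP-tagged A3F were seeded, incubated overnight at 37 deg C, dosed with compound, incubated overnight again at 37 deg C. Yellow fluorescence (Ex 488/Em 500-530) reported blocked Vif-mediated A3F-eYFP degradation.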
D1 PAM: Potentiators of Human D1 Dopamine Receptor: qHTS | D(1A) dopamine receptor (Homo sapiens), P21728 | HEK293 TREx D1 cells, calcium flux, dopamine EC20 potentiation | potentiation, % at 10 µM | 0.036% of 360,000 active | AID 504651, 2011; in the data active = potentiation above about 30%; also: 0% is about no effect
RXFP1 antag: qHTS Assay for Antagonists of the Relaxin Receptor RXFP1; HEK293-RXFP1, relaxin-stimulated cAMP HTRF, 30 min; hits give low values; activity change, negative = inhibition, % at 57.5 µM; 0.59% of 350,000 active;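 active = activity change of -60% or lower, but not beyond a set lower limit; inconclusive = change between -60% and -40%, or beyond the set limit; inactive = change above -40%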; also: % is scaled to controls: 0 for no effect and ±100 for the full control effect
D1 antag: Antagonist of Human D 1 Dopamine Receptor: qHTS; activity change, negative = inhibition, % at 10 µM; HEK293 TREx D1 cells, calcium flux, dopamine EC80; hits give low values; 3.2% of 360,000 active; D(1A) dopamine receptor (Homo sapiens), P21728; in the data active = activity change below about -30%; also: % is scaled to controls: 0 for no effect and ±100 for the full control effect
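Cells carrying a force-coupled, tetracycline-inducible human D1 receptor report calcium flux. Each well gets a 10 s baseline, compound with 180 s monitoring, then an EC80 dopamine stimulus with a second 180 s kinetic read.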
Active calls of the source: *; ? = inconclusive; . = not tested or not shown. Unless noted, calls follow the shape of the dose curve; as a rule, active = well fitted curve in the direction sought with a large enough effect; inconclusive = small, poorly fitted or top-dose-only effect, or another doubt; inactive = no such curve, though single readings can be large; an effect the other way counts as inactive or inconclusive. A portion of the library; the hit share may differ from the screen's.

The opening 3 compounds (preview)
Results follow in this order: Vif-A3G inh | Glioma ERSR ind | D2 PAM | RXFP1 ag | D1 agonist | Vif-A3F inh | D1 PAM | RXFP1 antag | D1 antag
1	O=[N+]([O-])c1ccc(Sc2n[nH]c(-c3ccncc3)n2)nc1
→ -6.6% | -5.4% | -0.4 | -0.1% | -0.8 | -7.5% | -1.4 | 1.4 | -2.5
2	COc1cc(/C=C/C(=O)O)cc(S(=O)(=O)N2CCN(S(=O)(=O)c3ccc(Cl)cc3)CC2)c1OC
→ -2.6% | -3.3% | 4.6 | 4.2% | 1.3 | -4.4% | 6.7 | 5.3 | -0.1
3	O=C(CN1CCN(c2ccc(C(F)(F)F)cn2)CC1)NCc1ccc2c(c1)OCO2
→ -0.2% | -3.9% | 2.2 | 0.8% | 6.9 | -21.6% | -5.0 | -10.7 | -10.4

Main list, previewed entries included:
Results follow in this order: Vif-A3G inh | Glioma ERSR ind | D2 PAM | RXFP1 ag | D1 agonist | Vif-A3F inh | D1 PAM | RXFP1 antag | D1 antag
1	O=[N+]([O-])c1ccc(Sc2n[nH]c(-c3ccncc3)n2)nc1
→ -6.6% | -5.4% | -0.4 | -0.1% | -0.8 | -7.5% | -1.4 | 1.4 | -2.5
2	COc1cc(/C=C/C(=O)O)cc(S(=O)(=O)N2CCN(S(=O)(=O)c3ccc(Cl)cc3)CC2)c1OC
→ -2.6% | -3.3% | 4.6 | 4.2% | 1.3 | -4.4% | 6.7 | 5.3 | -0.1
3	O=C(CN1CCN(c2ccc(C(F)(F)F)cn2)CC1)NCc1ccc2c(c1)OCO2
→ -0.2% | -3.9% | 2.2 | 0.8% | 6.9 | -21.6% | -5.0 | -10.7 | -10.4
4	CCCCCCCCCCn1cc(C(C)=O)c(=O)[nH]c1=O
→ -0.4% | -2.6% | 10.5 | 0.7% | 1.2 | . | -0.1 | -19.3 | -3.4
5	COc1ccc(CNC(=O)c2ccc(C)o2)cc1
→ 6.2% | -5.2% | . | 1.2% | 2.5 | 3.7% | -2.8 | -1.0 | -4.2
6	O=C(COC(=O)C1CCN(C(=O)Nc2ccccc2)CC1)NCC(F)(F)F
→ 4.0% | -1.8% | -0.2 | -1.9% | 5.4 | 1.5% | -5.1 | -14.9 | 24.1
7	Cc1c(Cl)cccc1NC(=O)Cn1c(CCC(=O)O)ccc1-c1ccccc1
→ -4.7% | -3.0% | -0.3 | -1.2% | 4.0 | -3.0% | 3.2 | -6.9 | 4.5
8	O=C(Nc1nc2ccccc2s1)c1cccc(S(=O)(=O)N2CCc3ccccc32)c1
→ 2.4% | 1.3% | . | 1.9% | 4.0 | 16.7% | -2.2 | -22.5 | -25.4
9	CC(=O)Oc1ccc(C(=O)Nc2cc(C)on2)cc1
→ -0.1% | -0.9% | -2.2 | -0.6% | 2.6 | 4.6% | -0.8 | -6.8 | 7.9
10	CCCCn1c(SCC(=O)Nc2ccc3c(c2)OCO3)nc2c1c(=O)n(C)c(=O)n2C
→ -0.3% | -1.8% | 10.4 | -1.6% | -1.1 | -9.7% | 0.1 | 16.1 | -2.9
11	COc1ccc(/C=N/N2CCOCC2)cc1OCc1ccccc1
→ -1.6% | 1.8% | 12.6 | 1.9% | 0.7 | 1.3% | -2.9 | 9.2 | -5.2
12	Cc1ccc(CN2CCN(/N=C/C(Br)=C\c3ccccc3)CC2)cc1
→ 1.4% | 2.9% | 15.3 | -2.2% | 7.5 | 0.1% | -2.3 | -24.6 | -1.7
13	CCOC(=O)CNC(=S)N(Cc1cccs1)C1CCCC1
→ -6.3% | -4.0% | 5.2 | 4.7% | -0.6 | 0.5% | -0.7 | -3.1 | -4.6
14	CN1C(=S)SC(C)(C)C1/[N+]([O-])=C/c1cccnc1 (configuration not stated)
→ -2.6% | -5.8% | 7.7 | -0.4% | 2.7 | -2.2% | -5.9 | 7.6 | -2.1
15	Cc1nnc(N2CCC(C(=O)NC(C)C)CC2)c2nn(-c3ccc(Cl)cc3)c(C)c12
→ -0.9% | 1.7% | . | 0.0% | 2.0 | -7.9% | 0.4 | -9.5 | 27.5
16	Cc1oc2c(c1C(=O)Nc1ccccc1Br)C1=NCCN1C=N2
→ ? | -3.1% | 19.6 | -3.2% | -0.6 | -22.9% | -2.9 | . | -4.8
17	CC(=O)Nc1ccc(C(=O)Nc2cc(C(F)(F)F)ccc2-n2cnc3ccccc32)cc1
→ -6.0% | -1.0% | 2.0 | 0.4% | 3.9 | 16.9% | -3.8 | -5.5 | -11.6
18	Cc1cccc(C)c1NC(=O)c1csc2c1CCCC2
→ 9.3% | -2.4% | 4.8 | -1.9% | 1.0 | 5.1% | -1.4 | -14.0 | -7.0
19	C=CCn1c(CCC(O)CCCCC)n[nH]c1=S (configuration not stated)
→ 6.3% | -3.1% | -6.3 | 0.0% | 1.3 | 4.3% | -3.6 | -3.1 | 8.9
20	COCCNC(=O)/C(C#N)=C/c1c(N2CCN(c3cccc(Cl)c3)CC2)nc2c(C)cccn2c1=O
→ 2.9% | -4.0% | -4.2 | 13.1% | 5.2 | 2.0% | -8.4 | 10.6 | 11.8
21	CNC(=O)COC(=O)C1CCN(S(=O)(=O)c2ccc3c(c2)OCCO3)CC1
→ -0.2% | -4.4% | -5.7 | 0.8% | -0.3 | 4.5% | -4.3 | 4.4 | -16.1
22	O=C(NCc1ccccc1)C1=C[C@@H](c2csc3ccccc23)C[C@@H](OCc2ccc(CO)cc2)O1
→ -4.5% | -0.2% | -4.5 | -2.1% | 10.9 | -11.4% | -1.2 | . | 10.6
23	CCC(C)NC(=O)c1sc2nc(C)c(C(=O)Nc3ccc(C)cc3C)c(-c3ccc(Br)cc3)c2c1N (configuration not stated)
→ -2.5% | -1.0% | . | 13.2% | 10.7 | -3.9% | 0.6 | -19.9 | -3.0
24	CCOC(=O)C(C)(C)N(Cc1cccc(C)c1)S(=O)(=O)c1cccc([N+](=O)[O-])c1
→ -0.1% | -3.4% | 11.2 | -0.5% | 10.8 | 2.8% | -6.1 | -2.5 | -22.8
25	CC1CCCC(NC(=O)CN2CCN(S(=O)(=O)c3cccs3)CC2)C1C (configuration not stated)
→ -12.5% | -2.3% | 4.8 | 1.4% | 2.2 | 0.5% | -10.8 | -1.0 | -41.6*
26	CC(CCc1ccccc1)NC(=O)c1ccccc1 (configuration not stated)
→ -3.8% | 2.8% | -8.3 | 0.2% | -0.3 | -0.4% | -4.2 | -18.0 | 1.8
27	O=C(CN1C(=O)C2C3C=CC(C3)C2C1=O)NC1CCCc2ccccc21 (configuration not stated)
→ -0.4% | -5.6% | 12.3 | -2.1% | 1.0 | -5.9% | -4.2 | -5.7 | -9.8
28	CCn1c(SCC(=O)Nc2nc3ccc(OC)cc3s2)nc2c1c(=O)n(C)c(=O)n2C
→ -0.3% | -2.0% | 5.8 | -0.2% | -1.0 | -6.4% | -6.1 | 17.9 | 13.9
29	CCC(=O)Nc1c2c(nn1-c1ccccc1)CSC2
→ -3.1% | -3.0% | -1.4 | -4.8% | 2.3 | -4.4% | -0.5 | 0.4 | -3.3
30	N/C(CC1CC1(Cl)Cl)=N\OC(=O)c1ccccc1 (configuration not stated)
→ -6.5% | 7.5% | -2.7 | 0.3% | 7.4 | 2.0% | 1.5 | -12.5 | 1.8
31	O=C(Cn1nnc2ccccc21)NCc1ccccc1
→ 0.6% | -8.9% | -4.3 | 0.0% | 2.3 | 3.6% | -0.2 | -12.9 | -9.4
32	Cc1[nH]n(-c2ccccc2)c(=O)c1C(c1ccc(O)c([N+](=O)[O-])c1)c1c(C)[nH]n(-c2ccccc2)c1=O
→ -0.5% | -0.4% | . | . | . | 2.2% | . | -9.5 | .
33	Fc1ccc(/C=N/NC(=S)NCCc2ccccc2)cc1F
→ -10.9% | -1.1% | . | 1.6% | 3.0 | ? | -1.9 | -6.3 | -5.9
34	O=C1C(Cl)=C(NCC2CCCO2)C(=O)N1CCc1ccccc1 (configuration not stated)
→ -1.7% | 8.4% | -20.6 | -0.6% | -1.7 | -4.3% | 3.0 | 13.6 | -3.6
35	Cc1nn(Cc2c(F)c(F)c(F)c(F)c2F)c(C)c1NC(=O)c1ccc(COc2ccccc2Cl)cc1
→ -8.3% | -6.3% | 3.2 | 0.8% | 5.8 | -7.3% | -9.4 | 5.3 | -33.8*
36	COc1ccc(-c2cn[nH]c2-c2ccc(OCc3ccc(F)cc3)cc2O)cc1OC
→ -2.1% | 18.7% | -11.3 | 1.9% | 5.0 | -2.7% | -11.2 | -72.9* | -7.2
37	CC(OC(=O)c1ccc(-n2cnnn2)cc1)C(=O)Nc1ccc(F)c(F)c1F (configuration not stated)
→ 1.1% | -4.9% | 6.0 | 2.0% | 1.6 | -0.1% | -8.6 | 2.4 | -0.1
38	Cc1cc(C)c(NC(=O)CSc2nc3c(c(=O)n2C)SC(C)C3)c(C)c1 (configuration not stated)
→ 0.5% | -3.3% | 10.1 | 1.5% | 2.7 | 1.9% | 1.9 | . | 37.7
39	Cc1cccc(C)c1-n1ncc(C(=O)N2CCN(c3ccccc3)CC2)c1C1CCN(C(=O)OC(C)(C)C)CC1
→ 1.4% | -2.6% | -3.8 | -1.6% | 2.1 | 2.6% | -3.8 | -24.9 | 4.2
40	Cc1nn(-c2ncc(C(F)(F)F)cc2Cl)c(=O)n1-c1ccc(F)cc1
→ -2.8% | -2.5% | -0.4 | 3.9% | 1.3 | 4.5% | -3.8 | -1.1 | 12.6
41	COc1ccc(N2CCN(S(=O)(=O)c3ccc(-c4coc(C)n4)cc3)CC2)cc1
→ -0.1% | -1.5% | -1.3 | 0.7% | 0.3 | -0.5% | 1.5 | . | 3.1
42	CN1C(c2ccccc2)CC(=NO)CC1c1ccccc1 (configuration not stated)
→ -16.8% | -2.8% | 9.5 | 2.8% | 5.9 | 0.3% | 0.9 | -39.8 | -4.8

Screens deposited in PubChem by National Center for Advancing Translational Sciences (NCATS).
